# Screening results as filed in PubChem BioAssay.
# SENP7 block: SENP7 protease inhibition; recombinant SENP7, Z-RLRGG-aminoluciferin luminescence, 40 min; inhibition, % at 5 µM; actives 1.5% (n = 330,000);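 active means inhibition above about 50% at the single test dose, limit read from the data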;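 further: plate controls were DMSO with enzyme for no effect and no enzyme buffer wells for full effect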
# PfG6PD inh: PfG6PD (Plasmodium falciparum) enzyme inhibition; PfGluPho enzyme, NADPH resazurin-diaphorase fluorescence; inhibition, % at 20 µM; actives 0.78% (n = 350,000); AID 504690;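 active means inhibition reaching at least a set limit at 20 µM in the primary screen, cut at about 59% in these data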;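 further: 0% = DMSO wells with substrate and 100% = DMSO wells lacking glucose-6-phosphate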
# SENP8 block-1: inhibitors of human SENP8 protease. AID 602440. actives 0.64% (n = 360,000). inhibition, % at 20 µM. recombinant SENP8, Nedd8 substrate fluorescence. Q96LD8; in the data active means inhibition mostly above about 40%, no sharp cut-off; inactive means mostly below about 27%
# NALP3 yeast inh: inhibitors of NALP3 inflammasome in yeast | Yeast reconstituted NLRP3/ASC/caspase-1, beta-gal luminescence, 24 h | inhibition, % at 10 µM | AID 2825 | actives 0.39% (n = 330,000);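 active means inhibition of 50% or more; inactive means inhibition below 50%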;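 further: plate controls were induced DMSO wells for no effect and uninduced yeast grown without galactose for full effect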
# SENP6 inh: SENP6 protease inhibition | Q9GZR1 | Recombinant SENP6 catalytic domain, aminoluciferin luminescence | inhibition, % at 10 µM | actives 1.8% (n = 330,000) | AID 2599;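 active means inhibition above about 50% at the single tested dose, limit read from the data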;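 further: plate controls were DMSO wells with enzyme for no effect and DMSO wells lacking enzyme for full effect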
# SENP8 block-2: SENP8 protease inhibition | AID 2540 | inhibition, % at 10 µM | actives 1.2% (n = 330,000) | Q96LD8 | purified SENP8, Z-RLRGG-aminoluciferin cleavage, luminescence; in the data active means inhibition above about 50%
# Apaf1 inhib: blocks human Apaf-1 apoptosome activity; actives 0.71% (n = 330,000); inhibition, % at 20 µM; AID 489030; O14727; reconstituted apoptosome caspase-3 activity, DEVD-Rh110 fluorescence; active means inhibition of at least 40% at 20 µM;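 further: plate controls were DMSO wells for no effect and DEVD-CHO caspase inhibitor wells for full effect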
# Target sequence (O14727 whole entry, looked up): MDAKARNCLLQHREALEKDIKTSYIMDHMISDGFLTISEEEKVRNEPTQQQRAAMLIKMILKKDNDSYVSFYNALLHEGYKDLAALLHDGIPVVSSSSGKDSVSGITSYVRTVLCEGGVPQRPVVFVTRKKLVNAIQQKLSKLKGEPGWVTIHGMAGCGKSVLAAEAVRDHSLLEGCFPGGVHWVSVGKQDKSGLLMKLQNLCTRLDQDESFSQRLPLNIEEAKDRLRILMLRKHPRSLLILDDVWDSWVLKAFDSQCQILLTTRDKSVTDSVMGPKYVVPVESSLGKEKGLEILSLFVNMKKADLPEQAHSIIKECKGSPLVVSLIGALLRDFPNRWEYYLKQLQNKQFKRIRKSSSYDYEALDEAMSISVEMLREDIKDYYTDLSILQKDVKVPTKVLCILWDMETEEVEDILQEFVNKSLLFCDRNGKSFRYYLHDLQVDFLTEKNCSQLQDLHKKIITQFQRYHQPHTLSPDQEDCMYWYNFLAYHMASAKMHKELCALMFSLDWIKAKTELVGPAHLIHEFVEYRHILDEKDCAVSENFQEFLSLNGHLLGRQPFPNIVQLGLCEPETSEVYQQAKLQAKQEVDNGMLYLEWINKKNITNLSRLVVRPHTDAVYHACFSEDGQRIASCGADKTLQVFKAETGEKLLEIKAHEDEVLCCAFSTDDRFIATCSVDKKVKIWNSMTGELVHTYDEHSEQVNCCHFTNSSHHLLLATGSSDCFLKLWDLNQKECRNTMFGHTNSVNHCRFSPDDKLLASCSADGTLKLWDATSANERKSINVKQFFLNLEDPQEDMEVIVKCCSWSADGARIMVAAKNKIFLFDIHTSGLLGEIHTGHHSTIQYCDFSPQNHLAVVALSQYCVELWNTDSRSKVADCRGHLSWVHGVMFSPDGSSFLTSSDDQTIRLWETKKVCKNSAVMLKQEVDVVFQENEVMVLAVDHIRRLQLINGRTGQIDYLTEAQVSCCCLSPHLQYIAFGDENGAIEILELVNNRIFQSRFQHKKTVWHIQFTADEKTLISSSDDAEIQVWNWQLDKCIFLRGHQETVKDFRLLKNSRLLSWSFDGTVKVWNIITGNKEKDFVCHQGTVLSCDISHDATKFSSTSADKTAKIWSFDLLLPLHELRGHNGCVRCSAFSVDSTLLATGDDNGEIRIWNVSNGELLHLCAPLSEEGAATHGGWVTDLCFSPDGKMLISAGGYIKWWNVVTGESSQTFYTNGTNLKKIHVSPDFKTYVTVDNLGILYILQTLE
#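 Assay system – apoptosome proteins · Medium – Hepes buffer, pH 7.5 · Also added – cytochrome c with DEVD-Rh110 · Timing – 30 min compound preincubation, 50 min activation, room temperature · Detection – Rh110 fluorescence, excitation 480 nm, emission 540 nm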
# SENP1 inh: blocks the human SENP1 SUMO protease catalytic domain. recombinant SENP1 catalytic domain, CyPet-SUMO1-YPet FRET cleavage. actives 0.21% (n = 360,000). inhibition, % at 10 µM;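 active means inhibition at least 30% at 10 µM, raw YFP signal under a set limit, fluorescence ratio 0.5 to 1.5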;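 further: 0% = enzyme with DMSO and 100% = no enzyme wells; some results filed as inactive read as strong as hits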
#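 Material: hSENP1 catalytic domain, recombinant; medium: Tris pH 8 with BME, BSA, NP40 and catalase; compound: single concentration of 10 µM compound, 0.5% DMSO final; technique: FRET read of cyan and yellow fluorescence; timing: 50 min enzyme reaction, room temperature, light-protected; reagent: SFCypet-SUMO1-SFYpet substrate at 25 nM; control set: no-enzyme low, enzyme-DMSO high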
# HKDC1 inhibitor: HKDC1 (human) hexokinase inhibition; Q2TB90; recombinant HKDC1, G6PDH/diaphorase resazurin coupled fluorescence; inhibition, % at 20 µM; actives 0.16% (n = 340,000);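 active means inhibition above about 35% when tested at 20 µM, limit read from the data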;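 further: plate controls were DMSO wells with enzyme for no effect and DMSO wells lacking enzyme for full effect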
#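 Material – in-house recombinant HK5 (HKDC1) enzyme · Quantity – HKDC1 at 5 µg/mL · Buffer or medium – pH 8.0 Tris buffer with 10 mM MgCl2 · Reagent – glucose with 1 mM ATP · Dosing – single 20 µM dose · Times – reaction time 90 min, room temperature, protected from light · Technique – resorufin fluorescence at 613 nm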
# * marks the source's active call; other numbers are inactive results; x = no result given.
# Under each structure – SENP7 block, PfG6PD inh, SENP8 block-1, NALP3 yeast inh, SENP6 inh, SENP8 block-2, Apaf1 inhib, SENP1 inh, HKDC1 inhibitor
CCOc1ccccc1NC(=S)NC(=O)c1ccco1
→ 4, 12, 12, -19, 12, 1, 14, 2, 0
CCCS(=O)(=O)C(=C1Nc2ccccc2N1)S(=O)(=O)CCC
→ 11, 24, 22, 5, 11, -1, 9, -14, -4
Cc1ccc(CN2CC(C(=O)N(C)CC(=O)Nc3cccc(F)c3)CC2=O)cc1 (stereo unspecified)
→ -5, 3, 2, 0, 12, 13, -3, 3, -4
CCc1noc(C)c1C(=O)NNC(=O)c1cc(OC)cc(OC)c1
→ 7, -4, 7, -1, 19, 7, -4, 4, -7
O=C(Cn1ncc2c([nH]c3ccccc32)c1=O)Nc1ccc(F)cc1F
→ 9, -15, 3, 16, 5, -9, -13, 3, -12
Cc1cc(C)c2c(c1)C1C=CCC1C(c1ccc(S(=O)(=O)N3CCOCC3)cc1)N2 (stereo unspecified)
→ -4, -14, 16, 25, -4, 4, 12, 6, 5
C[C@H](NC(=O)[C@@H]1Cc2ccccc2CN1C(=O)OC(C)(C)C)C(=O)NC1CCCC1
→ -2, 12, 4, -1, 7, -2, -2, 2, 5
O=C(C(=O)N1CCN(c2ccc(F)cc2)CC1)N1CCCCC1
→ 0, -15, -3, 9, -1, 4, -8, 1, -5
CN1CCN(C2=C(Cl)C(=O)N(C3CCCCC3)C2=O)CC1
→ 5, -10, 41*, 26, 7, 5, 4, 16, 4
C/C(CC1(O)C(=O)N(Cc2ccccc2)c2ccccc21)=N\O (stereo unspecified)
→ -11, 14, 6, 9, -18, -11, 13, -2, 2
CCCC(CCC)C(=O)Oc1cc(C)[nH]c(=O)c1[N+](=O)[O-]
→ -4, 1, 12, 10, -6, -9, -1, -1, -8
Cn1c(=O)n(C)c2cc(NS(=O)(=O)c3ccc(F)cc3)ccc21
→ -3, 16, 6, 22, -12, 6, 2, -19, -6
C=CCn1c(O)c(N=O)c2cc(C)ccc21
→ 7, -3, 15, 16, -43, 1, 2, -1, -7
Cc1ccc(N(Cc2cc3ccccc3[nH]c2=O)S(=O)(=O)c2ccccc2)cc1
→ -1, 19, -11, 11, -1, 1, 19, -1, -4
Cc1ccc(NS(=O)(=O)c2c(C)[nH]c(C)c2C(=O)N2CCCCC2)c(Br)c1
→ 3, 4, 6, 5, 5, 10, -2, 1, -2

# 3 entries picked at random from the list so far:
# Under each structure – SENP7 block, PfG6PD inh, SENP8 block-1, NALP3 yeast inh, SENP6 inh, SENP8 block-2, Apaf1 inhib, SENP1 inh, HKDC1 inhibitor
Cn1c(=O)n(C)c2cc(NS(=O)(=O)c3ccc(F)cc3)ccc21
→ -3, 16, 6, 22, -12, 6, 2, -19, -6
C=CCn1c(O)c(N=O)c2cc(C)ccc21
→ 7, -3, 15, 16, -43, 1, 2, -1, -7
O=C(C(=O)N1CCN(c2ccc(F)cc2)CC1)N1CCCCC1
→ 0, -15, -3, 9, -1, 4, -8, 1, -5

# (more compounds)
# Under each structure – SENP7 block, PfG6PD inh, SENP8 block-1, NALP3 yeast inh, SENP6 inh, SENP8 block-2, Apaf1 inhib, SENP1 inh, HKDC1 inhibitor
COc1ccc(C2C(C(=O)Nc3cccnc3)=C(C)Nc3nc(-c4cccs4)nn32)cc1OC (stereo unspecified)
→ -2, -2, 3, 15, -9, -10, 10, -2, -4
CC1/C(=N/O)CC(c2ccccc2)N(C)C1c1ccccc1 (stereo unspecified)
→ -2, -4, 3, 20, -14, -10, 8, 1, 9
O=C(CCl)Nc1ccc(Sc2ccc(NC(=O)CCl)cc2)cc1
→ x, -10, 23, x, x, x, x, 0, 16
O=[N+]([O-])c1ccc(Oc2ccc(S(=O)(=O)Nc3ccccc3)cc2)cc1
→ -4, 5, 18, -3, 3, 5, 9, 2, 1
CCOc1cc(/C=C\c2nc(O)c([N+](=O)[O-])c(=O)[nH]2)ccc1OC(C)CC (stereo unspecified)
→ 9, 4, 33, 17, -11, -3, 11, 0, 10
COc1ccc(-c2cc(C(F)(F)F)n3nc(C(=O)NCCCn4ccnc4)cc3n2)cc1
→ -4, 7, -395, 13, -11, 0, 4, -44, 10
COc1ccc(C(=O)N2CCN(S(=O)(=O)c3ccc4c(c3)OCCO4)CC2)cc1OC
→ -4, -11, 5, 11, -4, 2, -5, -1, 2
COC(=O)c1c(NC(=O)c2ccc([N+](=O)[O-])o2)sc2c1CCN(C(C)C)C2
→ 10, 68*, -55, 16, 10, 3, 0, -35, 18
O=S(=O)(NCCCN1CCN(c2ccccc2F)CC1)c1cccc2cccnc12
→ 5, -5, 5, 15, -12, 2, 3, -5, 0
COc1ccccc1CN(C)C(=O)C(c1ccccc1)c1ccccc1
→ -2, -4, 10, 20, -14, 4, 14, -1, 0
NC(=O)c1ccc(NC(=O)CSc2nnc(-c3ccncc3)n2Cc2ccco2)cc1
→ 6, 4, -80, -3, -10, -7, -5, -6, 0
N#CCCN(Cc1ccccc1)C(=O)c1nccnc1C(=O)O
→ -9, 1, 13, 19, 13, -6, -3, 1, -1
CN(C)c1ccc(/C=N/NC(=O)CNC(=O)/C=C/c2ccccc2)cc1
→ -9, -8, -356, 18, -6, -5, -3, -1, -5
c1ccc(CNCCCn2cnc3c(OCc4ccccc4)ncnc32)cc1
→ x, -10, 10, x, x, x, x, -2, -3
O=C(Cn1c(=O)cnc2ccccc21)N1CCN(S(=O)(=O)c2ccccc2Br)CC1
→ 1, -5, 9, 10, -7, -1, 6, 1, -1
COCCSc1nnc(NC(=O)C2CC(=O)N(c3ccc(Cl)cc3)C2)s1 (stereo unspecified)
→ 8, -8, 7, 7, 3, 1, 5, -1, -2
CNS(=O)(=O)c1ccc(NC(=O)C(CCSC)NC(N)=O)cc1 (stereo unspecified)
→ -8, 3, 14, -7, 4, -4, 7, -4, -2
CN1CCN(C(=O)CCN2C(=O)c3ccccc3S2(=O)=O)CC1
→ 7, 0, 12, 14, -23, -4, -28, 0, -1
COc1ccc(-c2nc3c(c(=O)[nH]c(=O)n3Cc3ccccc3)n2C)cc1
→ 5, -20, -385, -9, 22, -2, 11, -29, 3
CN(c1ccccc1C(=O)O)S(C)(=O)=O
→ -1, -5, 3, 7, 2, -3, -6, 1, -3
COc1ccc(NC(=S)NNC(=O)CCn2cc([N+](=O)[O-])cn2)cc1
→ -7, -21, 3, 12, -11, -9, 0, 3, 8
Cc1ccc(C2CC(C(F)(F)F)n3nc(C(=O)Nc4c(C)n(C)n(-c5ccccc5)c4=O)cc3N2)cc1 (stereo unspecified)
→ 5, -15, -34, 15, -7, 6, 2, -30, -1
O=C(Cn1c(C(F)(F)F)nc2ccccc21)c1ccccc1
→ -2, -10, 2, 26, -17, 4, -1, 1, -7
CN(c1ncnc(N)c1[N+](=O)[O-])C1CCCCC1
→ -6, -15, 12, 18, 4, 0, 5, 3, -6
Cc1cc(NN)nc(Cc2ccccc2)n1
→ -2, 4, 16, 6, 7, 4, 0, 3, -1
CC(Oc1cc(C(F)(F)F)cc(C(F)(F)F)c1)C(=O)NC(N)=O (stereo unspecified)
→ -2, 9, 13, -6, -7, 4, -1, 2, 0
Cc1cccc(C)c1OCC(=O)N/N=C/c1cc2c(cc1[N+](=O)[O-])OCO2
→ 0, 33, -10, 0, 18, 0, -1, 0, -1
CC1CCCN(C2=NC(=O)/C(=C/c3cn(-c4ccccc4)nc3-c3cccc(S(=O)(=O)N(C)C)c3)S2)C1 (stereo unspecified)
→ -1, 13, -298, 13, 6, 3, 25, 0, 1
COc1ccc(-n2c3nc4ccccc4nc3c3c(=N)oc(C)nc32)cc1
→ 75*, 9, -285, 6, 90*, 63*, 96*, -27, 3
CCn1c(CCNC(=O)c2ccc(OC)cc2)nnc1SCC(=O)Nc1ccccc1F
→ 10, 0, 13, 5, 0, -4, -11, 0, -3

# Some of these compounds in order of length of the SMILES, smallest number first:
# Under each structure – SENP7 block, PfG6PD inh, SENP8 block-1, NALP3 yeast inh, SENP6 inh, SENP8 block-2, Apaf1 inhib, SENP1 inh, HKDC1 inhibitor
CN(c1ccccc1C(=O)O)S(C)(=O)=O
→ -1, -5, 3, 7, 2, -3, -6, 1, -3
CNS(=O)(=O)c1ccc(NC(=O)C(CCSC)NC(N)=O)cc1 (stereo unspecified)
→ -8, 3, 14, -7, 4, -4, 7, -4, -2
CC1CCCN(C2=NC(=O)/C(=C/c3cn(-c4ccccc4)nc3-c3cccc(S(=O)(=O)N(C)C)c3)S2)C1 (stereo unspecified)
→ -1, 13, -298, 13, 6, 3, 25, 0, 1

# Profiles, looked up by structure. Values in the order: SENP7 block | PfG6PD inh | SENP8 block-1 | NALP3 yeast inh | SENP6 inh | SENP8 block-2 | Apaf1 inhib | SENP1 inh | HKDC1 inhibitor
# CN(c1ncnc(N)c1[N+](=O)[O-])C1CCCCC1 across the screens: -6 | -15 | 12 | 18 | 4 | 0 | 5 | 3 | -6
# Cc1cccc(C)c1OCC(=O)N/N=C/c1cc2c(cc1[N+](=O)[O-])OCO2 across the screens: 0 | 33 | -10 | 0 | 18 | 0 | -1 | 0 | -1

# Two entries from above, reformatted:
Molecule	SENP7 block	PfG6PD inh	SENP8 block-1	NALP3 yeast inh	SENP6 inh	SENP8 block-2	Apaf1 inhib	SENP1 inh	HKDC1 inhibitor
O=S(=O)(NCCCN1CCN(c2ccccc2F)CC1)c1cccc2cccnc12	5	-5	5	15	-12	2	3	-5	0
O=C(C(=O)N1CCN(c2ccc(F)cc2)CC1)N1CCCCC1	0	-15	-3	9	-1	4	-8	1	-5

# Remaining list, next part.
# Under each structure – SENP7 block, PfG6PD inh, SENP8 block-1, NALP3 yeast inh, SENP6 inh, SENP8 block-2, Apaf1 inhib, SENP1 inh, HKDC1 inhibitor
O=C(O)CC1(Cc2nc(-c3cccs3)no2)CCCC1
→ -5, -2, 12, 15, -11, 1, -3, -2, -7
COc1ccc(NC(=O)CSc2nc3ccc(Nc4nc(N5CCOCC5)nc(N5CCOCC5)n4)cc3s2)cc1
→ -2, -30, -6, 18, -2, 1, 13, -5, 4
O=C(c1cc2cc(Br)ccc2o1)N1CCOCC1
→ 1, 1, 2, 19, -1, -4, 6, 1, -9
CCOc1ccc(N(CC(=O)NCc2cccnc2)S(=O)(=O)c2ccc(F)cc2)cc1
→ 8, -1, 5, 24, -1, 11, -8, 1, -2
O=C(Cc1ccsc1-c1ccccc1)NO
→ -5, -43, 27, 6, -22, -1, -11, 1, 0
COc1ccc(OC)c(N(C)S(=O)(=O)c2ccc3c(c2)N(C(C)=O)CCO3)c1
→ -3, 5, 12, 2, 4, -11, -3, 0, 6
Cc1cc(-c2csc3ncnc(N4CCN(C)CC4)c23)cc(C)c1C
→ -2, -3, 5, 40, -24, -1, -9, 0, -1
Cc1ccc(C)c(N2N=C(C(=O)Nc3ccc(S(=O)(=O)N4CCCC4)cc3)CCC2=O)c1
→ 0, -16, -1, -1, 12, 3, 4, -2, 28
COc1ccc(/C=N/NC(=O)CCc2ccccc2)cc1O
→ 3, -13, 16, -11, -6, -2, 2, 4, 1
Cc1cccc(NC(=S)N/N=C/C(C)c2ccccc2)c1C (stereo unspecified)
→ 3, 20, 14, 15, -14, 0, 7, 2, 4
Cc1ccccc1-c1nc(CSc2nc3c(c(=O)[nH]2)CCC3)c(C)o1
→ 3, -20, -44, -18, -8, 0, 20, -1, -1
